Screening results: PubChem, National Center for Advancing Translational Sciences (NCATS)
D2 antagonist = HTS Assay for Allosteric Antagonists of the Human D2 Dopamine Receptor: Primary Screen for Antagonists | HEK293 TREx D2 cells, calcium flux, dopamine EC80 | D(2) dopamine receptor (Homo sapiens), P14416 | inhibition, % at 10 µM | 340,000 compounds, 2% hits | AID 485344, 2010; in the data active = inhibition above about 30%; note: 0% is about no effect
Target sequence (P14416 whole entry, looked up): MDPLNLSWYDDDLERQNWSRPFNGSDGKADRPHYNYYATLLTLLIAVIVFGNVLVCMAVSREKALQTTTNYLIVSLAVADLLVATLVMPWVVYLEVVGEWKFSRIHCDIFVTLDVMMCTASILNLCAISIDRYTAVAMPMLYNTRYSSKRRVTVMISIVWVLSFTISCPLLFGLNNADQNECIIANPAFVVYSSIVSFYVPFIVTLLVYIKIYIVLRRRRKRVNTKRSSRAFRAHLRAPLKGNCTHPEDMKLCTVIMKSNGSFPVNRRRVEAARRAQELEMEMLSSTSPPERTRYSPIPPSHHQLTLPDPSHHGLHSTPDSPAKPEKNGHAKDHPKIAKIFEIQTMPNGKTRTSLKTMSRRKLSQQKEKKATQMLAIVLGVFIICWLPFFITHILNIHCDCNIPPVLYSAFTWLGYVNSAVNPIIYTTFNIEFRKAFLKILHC
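HEK293 T-REx D2 cells, tet-induced, calcium dye no-wash. Cpd pintool add, 180 s kinetic, then EC80 DA, 180 s kinetic. Ca flux read.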
D1 PAM = Potentiators of Human D1 Dopamine Receptor: qHTS. D(1A) dopamine receptor (Homo sapiens), P21728. HEK293 TREx D1 cells, calcium flux, dopamine EC20 potentiation. potentiation, % at 10 µM. 360,000 compounds, 0.036% hits. AID 504651, 2011; in the data active = potentiation above about 30%; note: 0% is about no effect
Target sequence (P21728 whole entry, looked up): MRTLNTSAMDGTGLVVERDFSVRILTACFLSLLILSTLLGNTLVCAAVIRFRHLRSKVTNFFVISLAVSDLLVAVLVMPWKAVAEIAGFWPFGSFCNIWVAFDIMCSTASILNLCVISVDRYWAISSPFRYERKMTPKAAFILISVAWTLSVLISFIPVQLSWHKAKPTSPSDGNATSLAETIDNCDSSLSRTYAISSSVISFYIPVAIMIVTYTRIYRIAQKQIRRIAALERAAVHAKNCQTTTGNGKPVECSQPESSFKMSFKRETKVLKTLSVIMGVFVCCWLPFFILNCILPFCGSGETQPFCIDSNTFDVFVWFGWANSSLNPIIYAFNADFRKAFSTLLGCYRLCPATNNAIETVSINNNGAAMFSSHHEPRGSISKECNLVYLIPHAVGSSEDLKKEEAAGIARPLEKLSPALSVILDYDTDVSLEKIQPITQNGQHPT
D1 agonist = Allosteric Agonists of the Human D1 Dopamine Receptor: qHTS; 360,000 compounds, 1% hits; D(1A) dopamine receptor (Homo sapiens), P21728; AID 504660, 2011; HEK293 T-REx D1 cells, calcium flux, agonist mode; activation, % at 2 µM; note: 0% is about no effect
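Tetracycline-induced HEK293 TREx D1 cells, force-coupled to calcium signalling, were dye-loaded with a no-wash calcium kit. Compound was pin-added after a 10 s baseline. Fluorescence was read kinetically at 1 cycle/s for 180 s, with calcium rises flagged as agonism.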
D2 ag = HTS Assay for Allosteric Agonists of the Human D2 Dopamine Receptor: Primary Screen for Agonists; HEK293 T-REx D2 cells, calcium flux agonist mode; 340,000 compounds, 0.53% hits; activation, % at 2 µM; D(2) dopamine receptor (Homo sapiens), P14416;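 active = activation over 3 SD above normal in the single-dose calcium agonist read, cut at about 30% in these data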; note: 0% is about no effect
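Calcium-flux readout, 1 cycle/sec over 180 s following compound pin transfer, in inducible HEK293 Trex D2 cells (force-coupled); dopamine controls included. Positive calcium responses during this window marked compounds as potential agonists.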
D1 antag = Antagonist of Human D 1 Dopamine Receptor: qHTS; D(1A) dopamine receptor (Homo sapiens), P21728; HEK293 TREx D1 cells, calcium flux, dopamine EC80; active compounds read low; activity change, negative = inhibition, % at 10 µM; 360,000 compounds, 3.2% hits; AID 504652, 2011; in the data active = activity change below about -30%; note: % is set by controls: 0 for no effect and ±100 for the full control effect
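After overnight tetracycline induction at 30 C, force-coupled D1 HEK293 cells took up a no-wash calcium dye at room temperature. Compounds were added and monitored 180 s, and the response to EC80 dopamine was then recorded.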
RXFP1 antag = qHTS Assay for Antagonists of the Relaxin Receptor RXFP1. activity change, negative = inhibition, % at 57.5 µM. 350,000 compounds, 0.59% hits. AID 1259400, 2018. Relaxin receptor 1 (Homo sapiens), Q9HBX9. HEK293-RXFP1, relaxin-stimulated cAMP HTRF, 30 min; active compounds read low;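 active = activity change of -60% or lower, but not beyond a set lower limit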; note: % is set by controls: 0 for no effect and ±100 for the full control effect
TRHR PAM = qHTS for Small Molecule Agonists and Allosteric Enhancers of Human TRH Receptor: Primary Screen for Enhancers; Thyrotropin-releasing hormone receptor (Homo sapiens), P34981; TRHR cells, fluo-8 calcium fluorescence, EC20 TRH enhancement; enhancement, % at 2 µM; 360,000 compounds, 0.66% hits; AID 493056, 2011; in the data active = enhancement above about 30%; note: 0% is about no effect
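TRHR-expressing cells loaded with fluo-8 calcium dye were read kinetically (ex 480/em 530) during compound addition, then stimulated with an EC20 of TRH (10 nM final). Enhancement of the Gq-mediated intracellular calcium response was scored.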
D2 potentiator = HTS Assay for Positive Allosteric Modulators of the Human D2 Dopamine Receptor: Primary Screen for Potentiators; AID 485347, 2010; D(2) dopamine receptor (Homo sapiens), P14416; 340,000 compounds, 0.34% hits; HEK293 T-REx D2, calcium flux, EC20 dopamine potentiation; potentiation, % at 10 µM;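 active = potentiation over 3 SD above the plate norm, cut at about 30% in these data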; note: 0% is about no effect
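Potentiation of an EC20 dopamine calcium response measured kinetically over 180 s, after a preceding 180 s compound-only read flagging agonists. Cells: inducible Hek293 Trex D2 line, 4000/well, cultured overnight at 30 C before dye loading.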
TRHR ag = qHTS for Small Molecule Agonists and Allosteric Enhancers of Human TRH Receptor: Primary Screen for Agonists; 360,000 compounds, 0.18% hits; Thyrotropin-releasing hormone receptor (Homo sapiens), P34981; AID 493084, 2011; activation, % at 2 µM; TRHR cells, calcium flux fluo-8, FDSS agonist mode; note: 0% is about no effect
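Steps: seed TRHR cells overnight; add fluo-8 no-wash Ca dye, RT 30 min–1.5 h; record 10 s baseline; pin-transfer compounds; monitor fluorescence 1 cycle/s for the agonist window. Calcium increases flag candidate agonists.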
* marks the source's active call; other numbers are inactive results; / = not tested or not shown. Cut-off read from the data, not from the text of the source, unless noted: active = activation above about 30%; inactive = the rest.

smiles	D2 antagonist	D1 PAM	D1 agonist	D2 ag	D1 antag	RXFP1 antag	TRHR PAM	D2 potentiator	TRHR ag
CC1CCCN(C(=O)C2COc3ccccc3O2)C1 (configuration not stated)	0	-4	0	0.7	2	4	-4	18	-0.2
Cc1ccc(C(=O)NCCN2C3=NC[C@H](C)N3C[C@H]2Cc2ccc(O)cc2)cc1Br	26	-4	-3	0.1	-1	/	8	-25	-0.1
CN(C)CCNC(=O)CN1C(=O)CCn2nc(-c3cn(C)c4ccccc34)cc21	/	-3	0	0.7	-5	-24	-3	0	0.3
CC1Cc2ccccc2N1C(=O)Cn1cnc2ccccc2c1=O (configuration not stated)	-8	-6	-1	0.5	1	-11	-2	7	0.3
O=C(NCCc1c[nH]c2ccccc12)/C(=C/c1cccnc1)NC(=O)c1cccs1	0	-8	2	0.3	10	1	3	0	-0.3
O=C(CCNC(=O)c1ccc([N+](=O)[O-])cc1)Nc1cccc(S(=O)(=O)N2CCOCC2)c1	-5	-1	0	0.0	9	-17	-10	-4	-0.3
Cc1cc(NC(=O)CSc2nnc(-c3ccco3)n2Cc2ccccc2)no1	5	7	-3	1.8	2	5	-3	-6	-0.3
Cc1cccc(NC(=O)CN2CCCN(S(=O)(=O)c3ccc(Br)s3)CC2)c1	-6	-5	4	0.9	-10	5	10	-8	0.7
O=C(CCS(=O)(=O)c1cc(Br)cc2c1N(C(=O)C1CC1)CC2)N1CCN(c2cccc(Cl)c2)CC1	/	-2	-1	0.7	3	-2	0	21	-0.1
COc1cccc(-n2c(SCC(=O)NCCc3ccccc3)nnc2-c2ccoc2C)c1	10	-2	2	-0.7	2	-10	-11	-5	0.8
O=C(O)c1ccccc1-c1nc(-c2ccccc2)c(-c2ccccc2)[nH]1	1	-3	-1	-0.1	4	-3	7	-4	0.0
COCCn1c(C)cc(/C=N/NC(=O)c2cc3ccccc3cc2O)c1C	-43	-9	3	0.3	-9	-30	2	0	0.8
Cc1scc(C(=O)N/N=C/c2ccc(OC(C)C)cc2)c1C	12	-9	0	0.9	-5	-1	6	-6	-0.8
CC(C)NC(=O)C1CCCN(S(=O)(=O)c2cccc3nonc23)C1 (configuration not stated)	-33	-7	0	0.5	13	8	2	14	0.4
CCOP(=O)(OCC)C(Nc1ccc(C)cc1)c1ccco1 (configuration not stated)	8	-2	0	0.4	4	3	3	/	0.1
O=C(CN1CCN(S(=O)(=O)c2ccc3ccccc3c2)CC1)NC(=O)NC1CCCCC1	7	1	1	0.4	6	-7	6	7	-0.6
CCC1CCCCN1C(=O)c1ccc2nc(Cc3ccc(OC)cc3)oc2c1 (configuration not stated)	-10	1	3	-2.7	-2	-11	-2	2	-0.6
CN(C)C(=O)CSc1ncnc2scc(-c3ccccc3)c12	30	-3	10	-1.8	4	-2	-2	10	-0.8
COc1cccc(/C=C/C(=O)NNC(=O)c2ccncc2)c1	13	-5	3	-0.5	-6	-7	-4	-9	0.3
COc1ccc(C(=O)OCC(=O)Nc2ccc(N3CCOCC3)cc2)cc1	28	-7	3	-0.2	-11	0	13	-3	0.1
CCc1cccc(C)c1NC(=O)Cn1c(NCCO)nc2ccccc21	0	-3	2	0.6	-2	-5	1	9	1.3
O=C(COc1ccc(Br)cc1)Nc1ccc(Cc2ccncc2)cc1	-8	-7	23	0.1	-27	9	21	-8	0.8
CC1=C(C(=O)N2CCCC(N3CCN(c4ccccc4C)CC3)C2)OCCO1 (configuration not stated)	-5	-4	10	0.1	-5	-12	5	-3	0.2
O=C(C1CCN(S(=O)(=O)c2ccc(Br)cc2)CC1)N1CCOCC1	15	-1	2	-0.5	-6	1	0	5	-0.7
Cc1c(NC(=O)C2CCCCC2)cc(C(=O)N2CCOCC2)cc1[N+](=O)[O-]	-14	-8	-1	11	16	6	-10	-4	-0.5
CCOc1ccc(CCNC(=O)c2ccc3c(Cl)c4c(nc3c2)CCCC4)cc1	/	-4	5	0.5	0	/	0	-6	0.5
CCN(CC)S(=O)(=O)c1cccc(C(=O)Nc2cc3oc4ccccc4c3cc2OC)c1	9	-4	7	2.2	-4	/	-13	0	0.8
O=c1[nH]ncn1-c1cccc(C(F)(F)F)c1	-5	-2	3	0.6	-16	-3	2	-2	-0.4
CCOc1ccc2nc(NCCNC(=O)CC)c(C#N)cc2c1	-1	-10	1	1.0	-19	-5	3	9	0.0
CC(C)(C)c1ccc(C(=O)Nc2sc3c(c2C#N)CCC(C(C)(C)C)C3)cc1 (configuration not stated)	/	-1	0	/	2	/	26	15	-2.4
COC(=O)C1=C(CN2CCN(C)CC2)NC(=O)NC1c1cc(C)ccc1C (configuration not stated)	13	-5	-1	1.3	16	-7	6	/	-0.4
CCC(=O)N1CCc2cc(S(=O)(=O)NC(C(=O)NCc3ccc(OC)cc3)C(C)C)ccc21 (configuration not stated)	/	2	-1	-0.2	23	-9	16	-1	0.2
CCC1=Nc2cc(C(=O)N3CCCCC3)ccc2Sc2ccc(C)cc21	/	0	8	/	-5	-29	-6	-10	-0.1
COC(=O)c1cc(C(=O)Nc2cc(C)ccn2)cc([N+](=O)[O-])c1	11	-2	2	-0.1	5	5	-8	-10	0.2
O=C(CNC1CCCCCC1)Nc1ccc(S(=O)(=O)NC2CC2)cc1	-3	-5	4	0.2	-1	-8	-2	-2	-0.5
COc1cc(OC)c2c(C)c(CC(=O)NCCc3ccccc3OC)c(=O)oc2c1	/	1	-1	0.3	0	-4	3	1	-0.4
Cc1ccc(N2CCN(c3ccc([N+](=O)[O-])cn3)CC2)c(C)c1	11	-2	3	-0.6	8	-10	-4	0	0.6
Cc1ccc(S(C)(=O)=NS(=O)(=O)c2cccc3nsnc23)cc1 (configuration not stated)	-16	0	2	0.5	10	2	0	0	0.0
CCc1nnc(NC(=O)CCC(=O)N2CCC(Cc3ccccc3)CC2)s1	-35	-3	2	-1.3	-11	-9	2	1	-0.3
CCCN1C2CCCC1CC(NC(=S)Nc1cc(C)cc(C)c1)C2 (configuration not stated)	-19	-3	3	1.5	2	3	7	0	3.7
CC(=O)Nc1cccc(C(=O)Nc2ccccc2C(=O)O)c1	14	0	3	-2.3	-7	0	-6	10	0.2
Cc1cc(Nc2cccc(Cl)c2)nc(N2CCOCC2)n1	14	-7	-1	-0.6	7	-4	-2	-2	-0.7
CC(C)c1cc(C(=O)Nc2cc(Br)ccc2O)no1	14	-10	3	-0.5	-19	6	-5	1	-0.5
CCc1ccc(C(=O)N2CCCC2)s1	-35	-5	1	0.1	3	24	-4	14	0.1
CC1(C)CC(=O)C2=C(C1)N(C1CCCCC1)C(=O)C2(O)C(F)(F)F (configuration not stated)	1	-1	1	-0.1	-3	-16	2	3	0.4
CCCC[C@@H]1CNC(=S)N1CCc1cccc(F)c1	18	-1	-5	3.3	-9	/	8	13	-0.7
c1ccc(CSc2ncnc3c2cnn3Cc2ccccc2)cc1	-8	1	14	-0.7	/	-5	3	22	1.2
COc1ccc(S(=O)(=O)NC(C)C(=O)NCc2cccnc2)cc1Cl (configuration not stated)	0	5	3	0.0	-3	-16	19	8	-0.1

Entries of single compounds as entered above.
c1ccc(CSc2ncnc3c2cnn3Cc2ccccc2)cc1 in the list: D2 antagonist = -8; D1 PAM = 1; D1 agonist = 14; D2 ag = -0.7; D1 antag = /; RXFP1 antag = -5; TRHR PAM = 3; D2 potentiator = 22; TRHR ag = 1.2
CCCN1C2CCCC1CC(NC(=S)Nc1cc(C)cc(C)c1)C2 (configuration not stated) in the list: D2 antagonist = -19; D1 PAM = -3; D1 agonist = 3; D2 ag = 1.5; D1 antag = 2; RXFP1 antag = 3; TRHR PAM = 7; D2 potentiator = 0; TRHR ag = 3.7

The list continues.
smiles	D2 antagonist	D1 PAM	D1 agonist	D2 ag	D1 antag	RXFP1 antag	TRHR PAM	D2 potentiator	TRHR ag
COc1ccc(C(=O)N2CCN(c3ccccc3OC)CC2)cc1	7	-10	4	0.2	-8	-1	-2	3	1.6
CC1C2CC(CC1(C)C)N(C(=O)Nc1ccc3nccnc3c1)C2 (configuration not stated)	11	-2	1	1.1	-14	/	12	11	-0.5
COc1ccc2sc(N(Cc3cccnc3)C(=O)c3ccc4c(c3)OCCO4)nc2c1	/	-1	4	0.2	-4	-13	-5	10	0.0
CCOC(=O)C1(CC2CCCCO2)CCN(Cc2c(C)cc(C)cc2-n2cccn2)CC1 (configuration not stated)	-17	10	6	-0.7	7	-16	11	15	-0.7
Cn1cc(CN2CCC(C(O)CCc3ccccc3)CC2)c(-c2ccccc2F)n1 (configuration not stated)	-1	-6	4	0.6	0	-12	-1	1	0.5
